High-throughput results as filed in PubChem BioAssay.
GASC1 inh: KDM4C (human) demethylase inhibition | GST-KDM4C 2-372, H3K9me3 peptide, LANCE TR-FRET | 0.15% of 96,000 active | inhibition, % at 12.5 µM;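 active = mean replicate inhibition above about 25%, with at least 55% of replicates also reaching it, limit read from the data, passing the limit was not always enough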
Target sequence (Q9H3R0 2-372 limits assumed): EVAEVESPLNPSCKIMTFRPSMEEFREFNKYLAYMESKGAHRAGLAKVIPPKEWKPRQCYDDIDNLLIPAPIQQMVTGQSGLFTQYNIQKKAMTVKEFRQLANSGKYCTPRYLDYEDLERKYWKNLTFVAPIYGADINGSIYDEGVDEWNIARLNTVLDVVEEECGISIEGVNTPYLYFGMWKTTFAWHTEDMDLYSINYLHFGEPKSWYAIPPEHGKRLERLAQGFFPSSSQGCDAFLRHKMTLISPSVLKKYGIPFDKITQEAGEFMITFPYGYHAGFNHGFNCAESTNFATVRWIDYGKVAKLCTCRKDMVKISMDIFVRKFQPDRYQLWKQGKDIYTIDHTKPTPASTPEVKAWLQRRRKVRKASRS
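Material: GST-tagged GASC-1 (JMJD2C) catalytic fragment, aa 2-372. Input: enzyme final amount 10 nM. Medium: HEPES buffer, pH 7.5, plus ascorbate. Reagent: H3K9me3 peptide substrate, Fe(II), 2-oxoglutarate. Doses: single dose. Times: reaction 30 min RT, detection step 1 h RT. Measured by: LANCE TR-FRET. Evaluation: Fall in 671/618 emission ratio as inhibition.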
C diff HTS: inhibitors of Clostridium difficile growth; growth activity, negative = inhibition, % at 16 µg/mL (by protocol); 0.25% of 86,000 active; Clostridium difficile clinical isolate growth, OD600, 24 h; hits give low values;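 active = mean growth activity at or below -80% and every replicate also at or below -80%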;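 note: 0% = DMSO wells and -100% = levofloxacin 16 µg/mL wells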
Pf Dd2 growth: P. falciparum Dd2 growth inhibition | SYBR Green, 72 h; hits give low values | AID 1159554 | 2.3% of 94,000 active | activity change, % at 10 µM; in the data active = activity change below about -80%
Tcruzi prolif: inhibitors of T. cruzi proliferation; T. cruzi beta-gal in NIH3T3, GalScreen luminescence, 90 h; inhibition, % at 8.34 µM; 5.9% of 77,000 active; AID 624255;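 active = mean inhibition above about 93%, with at least 55% of replicates each passing it, limit read from the data, passing the limit was not always enough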
* marks the source's active call; other numbers are inactive results; nt = no result given.

SMILES | Tcruzi prolif | GASC1 inh | Pf Dd2 growth | C diff HTS
CCS(=O)(=O)N1CC(=O)N2[C@H](CO)[C@@H](c3ccc(C#CCC(C)C)cc3)[C@H]2C1 | nt | 0.0 | -15 | -5
O=C(Nc1ccc(F)cc1)N[C@@H]1CC[C@@H](CCNS(=O)(=O)c2ccccc2F)O[C@@H]1CO | nt | -1.3 | nt | 0
CCC(=O)N1[C@H](CO)[C@@H](c2ccc(-c3ccc(C#N)cc3)cc2)C12CN(C(C)=O)C2 | nt | -1.0 | 6 | -2
CC(=O)N1[C@H](CO)[C@H](c2ccc(-c3cccnc3)cc2)[C@@H]1CNC(=O)C1CCC1 | nt | 1.4 | 16 | -6
CC(C)C(=O)Nc1ccc2c(c1)C(=O)N(C)[C@@H]1CC[C@@H](CC(=O)NCc3ccccc3)O[C@H]1CO2 | 72 | -0.2 | -4 | -3
CC(C)NC(=O)N1[C@@H](C#N)[C@H](c2ccc(-c3ccc(F)cc3)cc2)[C@@H]1CO | 65 | -1.8 | -33 | -6
CC(C)NC(=O)N(C)C[C@H]1Oc2ncc(C#Cc3ccccc3F)cc2C(=O)N([C@@H](C)CO)C[C@@H]1C | 89 | -0.6 | -82* | -10
O=C(C[C@H]1C[C@H]2c3cc(NC(=O)CC4CC4)ccc3O[C@H]2[C@H](CO)O1)NCCc1ccccc1 | 26 | -4.3 | 3 | 3
O=C([C@H]1[C@H](CO)[C@H]2Cn3c(cccc3=O)[C@H]2N1Cc1ccccc1)N1CCCCC1 | 82 | 2.2 | 8 | -1
Cc1noc(C)c1S(=O)(=O)Nc1ccc2c(c1)CC(=O)N([C@@H](C)CO)C[C@@H](C)[C@H](CN(C)S(=O)(=O)c1ccccc1)O2 | -21 | -1.8 | -27 | -2
C/C=C/c1cnc2c(c1)C(=O)N([C@H](C)CO)C[C@@H](C)[C@@H](CN(C)Cc1ccc3c(c1)OCO3)O2 | nt | -2.6 | 25 | nt
C/C=C/c1ccc([C@H]2[C@H](CO)N3C(=O)CN(C(=O)c4cnccn4)C[C@@H]23)cc1 | nt | 0.7 | 37 | 5
COc1cccc(S(=O)(=O)N2C[C@@H](O)COC[C@H]3O[C@H](CC(=O)N4CCN(C)CC4)CC[C@@H]32)c1 | -17 | 1.0 | 3 | nt
C[C@@H]1CCCCO[C@H](CN(C)C(=O)Cc2ccccc2)[C@H](C)CN([C@@H](C)CO)C(=O)c2cc(NS(=O)(=O)c3ccc(Cl)cc3)ccc2O1 | 87 | 0.6 | -40 | -4
CN1CCN(C(=O)C[C@@H]2C[C@@H]3c4cc(NC(=O)Cc5ccncc5)ccc4O[C@@H]3[C@H](CO)O2)CC1 | -6 | -1.3 | 29 | nt

Remaining list, next part
SMILES | Tcruzi prolif | GASC1 inh | Pf Dd2 growth | C diff HTS
C[C@H]1CN([C@@H](C)CO)C(=O)c2cccc(NC(=O)C3CC3)c2O[C@H]1CN(C)S(=O)(=O)c1ccc(F)cc1 | 36 | 0.4 | -20 | -1
CC(C)CC#Cc1cnc2c(c1)C(=O)N([C@@H](C)CO)C[C@@H](C)[C@H](CN(C)C(=O)c1ccccc1F)O2 | 40 | -1.6 | -2 | -3
CO[C@H]1CN(C)C(=O)c2cc(NC(=O)c3cnccn3)ccc2OC[C@H](C)N(C)C[C@@H]1C | 39 | -1.5 | 29 | nt
O=S(=O)(N[C@H]1CC[C@@H](CCNS(=O)(=O)c2ccccc2Cl)O[C@@H]1CO)c1ccccc1 | 27 | 0.1 | -14 | -8
C[C@H]1CCCCO[C@H](CN(C)Cc2ccc3c(c2)OCO3)[C@@H](C)CN([C@@H](C)CO)C(=O)c2cc(NC(=O)Nc3ccc4c(c3)OCO4)ccc2O1 | 100* | 0.4 | -65 | nt
C[C@@H]1CN([C@@H](C)CO)C(=O)Cc2cc(NC(=O)Nc3ccccc3)ccc2O[C@H]1CN(C)Cc1ccccc1 | 72 | 16 | -69 | -8
C[C@H](CO)N1C[C@H](C)[C@H](CN(C)Cc2ccc(Cl)c(Cl)c2)Oc2ccc(NC(=O)Cc3ccccc3)cc2CC1=O | 45 | -1.0 | -1 | 95
O=C(C[C@H]1CC[C@@H]2[C@H](COC[C@@H](O)CN2C(=O)Nc2ccc(Cl)cc2)O1)N1CCCCC1 | 16 | 0.5 | 5 | 0
CN1C(=O)c2cc(NC(=O)Cc3cccs3)ccc2OC[C@H]2O[C@H](CC(=O)NCC3CCCCC3)CC[C@H]21 | 7 | -3.1 | -9 | 0
COc1ccc(NC(=O)N(C)C[C@H]2Oc3ccc(NS(=O)(=O)c4ccc(F)cc4)cc3CC(=O)N([C@@H](C)CO)C[C@H]2C)cc1 | 21 | -0.7 | -6 | -5
N#C[C@@H]1[C@@H](c2ccc(C#CC3CC3)cc2)[C@@H](CO)N1C(=O)Cc1ccccn1 | 86 | -0.9 | -9 | -9
C[C@@H]1CN([C@H](C)CO)C(=O)c2cc(NC(=O)C3CCCCC3)ccc2O[C@@H](C)CCCCO[C@H]1CN(C)C(=O)c1ccccc1 | 44 | 1.6 | -47 | -23
COc1ccc(CN(C)C[C@@H]2Oc3ccc(NS(=O)(=O)c4ccccc4)cc3CC(=O)N([C@H](C)CO)C[C@H]2C)cc1 | 28 | 1.4 | -45 | -2
COc1ccc(-c2cnc3c(c2)C(=O)N([C@@H](C)CO)C[C@H](C)[C@H](CN(C)S(=O)(=O)c2ccc(OC)cc2)O3)cc1 | 85 | -0.3 | -83* | nt
CCCC(=O)N1CC2(CCN(C(=O)NC(C)C)CC2)c2c([nH]c3cc(OC)ccc23)[C@H]1CO | nt | -0.5 | -36 | -7

(continued)
SMILES | Tcruzi prolif | GASC1 inh | Pf Dd2 growth | C diff HTS
CO[C@H]1CN(C)C(=O)c2ccc(NC(=O)c3cnccn3)cc2OC[C@H](C)NC[C@@H]1C | nt | -0.6 | 10 | -3
COc1ccc(CN(C)C[C@@H]2Oc3ccc(NS(=O)(=O)c4ccc(F)cc4)cc3C(=O)N([C@H](C)CO)C[C@@H]2C)cc1 | -2 | 13 | -10 | 3
Cc1ccc(-c2ccc([C@@H]3[C@@H]4CN(Cc5ccccc5F)C[C@H]3N4)cc2)cc1 | nt | -2.7 | -87* | -101*
C[C@@H]1CN([C@H](C)CO)C(=O)Cc2cc(NC(=O)Cc3ccccc3)ccc2O[C@H]1CN(C)C | nt | 1.5 | 0 | 1
CC(C)NC(=O)Nc1ccc2c(c1)C(=O)N([C@@H](C)CO)C[C@H](C)[C@H](CN(C)C(=O)c1ccncc1)OCCCC[C@@H](C)O2 | 23 | 1.2 | -15 | 18
Cc1noc(C)c1S(=O)(=O)Nc1ccc2c(c1)CC(=O)N([C@H](C)CO)C[C@@H](C)[C@H](CN(C)Cc1ccc(C(=O)O)cc1)O2 | -27 | -0.8 | 23 | 2
COc1ccc(NC(=O)Nc2ccc3c(c2)C(=O)N([C@@H](C)CO)C[C@@H](C)[C@@H](CN(C)Cc2ccccc2)O3)cc1 | 11 | -1.4 | -5 | 2
CCC(=O)N(C)C[C@@H]1Oc2ncc(Br)cc2C(=O)N([C@@H](C)CO)C[C@H]1C | -84 | 5.5 | 6 | -2
Cc1ccc(S(=O)(=O)N(C)C[C@H]2Oc3ccc(NS(=O)(=O)c4ccc(Cl)cc4)cc3CC(=O)N([C@@H](C)CO)C[C@H]2C)cc1 | 46 | -2.2 | -59 | 18
C[C@H]1CN([C@@H](C)CO)C(=O)c2cc(NS(=O)(=O)c3cccs3)ccc2O[C@H]1CN(C)S(=O)(=O)c1cccs1 | -4 | 4.5 | 35 | nt
C/C=C/c1ccc2c(c1)O[C@@H](CN(C)C(=O)CN1CCOCC1)[C@@H](C)CN([C@H](C)CO)S2(=O)=O | -26 | -0.9 | 14 | 0
CN(C)C(=O)c1ccc(-c2ccc([C@H]3[C@H](CO)N4C(=O)CN(C(=O)C5CCCC5)C[C@@H]34)cc2)cc1 | nt | -0.1 | 0 | -6
C[C@@H]1CCCCO[C@H](CN(C)Cc2ccc(Cl)c(Cl)c2)[C@@H](C)CN([C@@H](C)CO)C(=O)c2cc(NC(=O)CCC(F)(F)F)ccc2O1 | 98* | 0.7 | -95* | 3
CCC(=O)Nc1ccc2c(c1)C(=O)N(C)[C@H]1CC[C@H](CC(=O)Nc3ccc(C(C)C)cc3)O[C@@H]1CO2 | 40 | 0.5 | 4 | -5
CS(=O)(=O)N1CC(=O)N2[C@H](CO)[C@@H](c3ccc(Br)cc3)[C@H]2C1 | nt | 0.6 | -9 | 1

Additional entries follow:
SMILES | Tcruzi prolif | GASC1 inh | Pf Dd2 growth | C diff HTS
O=C(C[C@@H]1CC[C@@H](NS(=O)(=O)c2ccc(F)cc2)[C@H](CO)O1)N1CCN(c2ccccc2)CC1 | 51 | 0.6 | 7 | 1
C[C@H]1CN([C@@H](C)CO)C(=O)Cc2cc(NC(=O)Nc3ccccc3)ccc2O[C@@H]1CN(C)C(=O)Nc1cccc2ccccc12 | 6 | 2.1 | -6 | -5
Cc1noc(C)c1NC(=O)Nc1ccc2c(c1)CC(=O)N([C@@H](C)CO)C[C@H](C)[C@@H](CN(C)C(=O)Nc1ccccc1)O2 | -10 | -0.7 | 1 | -2
COCC#Cc1cnc2c(c1)C(=O)N([C@H](C)CO)C[C@H](C)[C@@H](CN(C)C(=O)C1CCC1)O2 | 44 | 1.4 | 30 | -1
O=C(C1CC1)N1CC(=O)N2[C@H](C1)[C@@H](c1ccc(-c3ccccc3F)cc1)[C@@H]2CO | nt | -0.6 | -22 | -14
COc1ccc(NC(=O)Nc2ccc3c(c2)C(=O)N([C@@H](C)CO)C[C@@H](C)[C@@H](CN(C)Cc2ccc(C(=O)O)cc2)O3)cc1 | -55 | -2.2 | 18 | -5
CN1C(=O)c2cc(NS(=O)(=O)c3ccccc3F)ccc2OC[C@@H]2O[C@@H](CC(=O)NC3Cc4ccccc4C3)CC[C@H]21 | 45 | 0.8 | nt | 11
C[C@@H]1CCCCO[C@H](CN(C)Cc2ccc(C(=O)O)cc2)[C@@H](C)CN([C@@H](C)CO)C(=O)c2cc(NC(=O)CCC(F)(F)F)ccc2O1 | -65 | 0.5 | 40 | 0
CN1C(=O)c2cc(NC(=O)NC3CCCC3)ccc2OC[C@@H]2O[C@@H](CC(=O)NCC3CC3)CC[C@H]21 | -1 | 0.9 | 7 | -4
Cc1noc(C)c1S(=O)(=O)N(C)C[C@H]1OCCCC[C@@H](C)Oc2ccc(NC(=O)C3CCCCC3)cc2C(=O)N([C@H](C)CO)C[C@@H]1C | -3 | -1.1 | -14 | 0
CC(=O)N1[C@H](CO)[C@H](c2ccc(C3=CCCCC3)cc2)[C@@H]1CNC(=O)CC1CC1 | nt | 0.5 | -15 | -8
C[C@@H]1CN([C@H](C)CO)C(=O)c2cc(C#Cc3ccccn3)cnc2O[C@H]1CN(C)C(=O)c1cnccn1 | 31 | 1.8 | 5 | -1
O=C(C[C@@H]1C=C[C@H](NC(=O)CCN2CCCCC2)[C@@H](CO)O1)NCc1ccc(Cl)c(Cl)c1 | 36 | 0.4 | 6 | nt
C/C=C/c1ccc([C@@H]2[C@H](CO)N(CCC(F)(F)F)C23CN(C(=O)COC)C3)cc1 | nt | 1.2 | -21 | 5
C[C@H]1CN([C@@H](C)CO)C(=O)c2cc(NC(=O)Nc3cccc4ccccc34)ccc2O[C@@H]1CN(C)C(=O)Nc1ccccc1 | 24 | 0.0 | -30 | -1
Cc1ccc(S(=O)(=O)N(C)C[C@@H]2Oc3cc(C#Cc4ccccc4)ccc3S(=O)(=O)N([C@H](C)CO)C[C@H]2C)cc1 | nt | -1.1 | -59 | 2
C[C@H](CO)N1C[C@H](C)[C@H](CN(C)Cc2cccc(C(F)(F)F)c2)Oc2ncc(/C=C/c3ccccc3)cc2C1=O | 116* | 0.7 | -51 | 18
O=C(CN1CCOCC1)N1CCCCN2[C@H](CO)[C@H](c3ccc(Br)cc3)[C@@H]2C1 | 32 | 0.3 | 32 | -2

Rewritten with two lines to a compound: 5 of the compounds above.
The line under a structure holds: Tcruzi prolif	GASC1 inh	Pf Dd2 growth	C diff HTS
Cc1noc(C)c1S(=O)(=O)N(C)C[C@H]1OCCCC[C@@H](C)Oc2ccc(NC(=O)C3CCCCC3)cc2C(=O)N([C@H](C)CO)C[C@@H]1C
→ -3	-1.1	-14	0
CC(=O)N1[C@H](CO)[C@H](c2ccc(C3=CCCCC3)cc2)[C@@H]1CNC(=O)CC1CC1
→ nt	0.5	-15	-8
C[C@@H]1CN([C@H](C)CO)C(=O)c2cc(C#Cc3ccccn3)cnc2O[C@H]1CN(C)C(=O)c1cnccn1
→ 31	1.8	5	-1
O=C(C[C@@H]1C=C[C@H](NC(=O)CCN2CCCCC2)[C@@H](CO)O1)NCc1ccc(Cl)c(Cl)c1
→ 36	0.4	6	nt
C/C=C/c1ccc([C@@H]2[C@H](CO)N(CCC(F)(F)F)C23CN(C(=O)COC)C3)cc1
→ nt	1.2	-21	5
